High-throughput results as filed in PubChem.
M18AAP inhibitor: blocks P. falciparum M18 aspartyl aminopeptidase. recombinant PfM18AAP, H-Glu-NHMec fluorogenic cleavage. inhibition, % at 7.35 µM. 290,000 compounds, 1.2% hits;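 active = inhibition above the campaign mean inhibition over all tested compounds plus 3 SD, cut at about 28% in these data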;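 note: 0% = plate median of test compound wells and 100% = 2 mM ZnCl2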
NALP1 yeast inh: blocks the NALP1 inflammasome reconstituted in yeast; inhibition, % at 10 µM; S. cerevisiae NALP1/ASC/caspase-1 growth, X-gal OD620, 72 h; 280,000 compounds, 0.61% hits; AID 2071; in the data active = inhibition mostly above about 24%, no sharp cut-off; inactive = mostly below about 32%; note: some compounds called inactive have numbers as strong as hits
MEKK2 WT-MEK5: raises or lowers MEK5 binding to wildtype human MEKK2 PB1 domain; bead flow cytometry, Alexa488-MEK5 binding to MEKK2 WT; actives lie on both sides; binding response (% of control), % at 10 µM; 290,000 compounds, 1.1% hits; in the data active = binding response below about 67% or above about 130%
MEKK3 PB1 HTS: raises or lowers MEK5 binding to the human MEKK3 PB1 domain. 290,000 compounds, 1.4% hits. AID 1529. binding response (% of control), % at 10 µM. bead-based flow cytometry, Alexa488-MEK5 binding to MEKK3; actives lie on both sides; 0 = blocked by unlabeled MEK5, 100 = vehicle. Q99759;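 active = binding response more than 3 SD above or below the average of its plate-row segment, actives on both sides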;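 note: Alexa488 bead fluorescence after subtracting the streptavidin-only scavenger bead signal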
OXTR agonist: agonists of human oxytocin receptor; P30559; CHO-OTR cells, Fluo-8 calcium fluorescence; normalized: DMSO 0%, oxytocin 100%; activation, % at 3 µM; 320,000 compounds, 0.32% hits; AID 2435;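 active = activation above the mean of all tested compounds plus 3 SD, cutoff set per screening run, cut at about 20% in these data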;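 note: peak over basal fluorescence ratio from a 100 s FLIPR kinetic read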
Target sequence (P30559 whole entry, looked up): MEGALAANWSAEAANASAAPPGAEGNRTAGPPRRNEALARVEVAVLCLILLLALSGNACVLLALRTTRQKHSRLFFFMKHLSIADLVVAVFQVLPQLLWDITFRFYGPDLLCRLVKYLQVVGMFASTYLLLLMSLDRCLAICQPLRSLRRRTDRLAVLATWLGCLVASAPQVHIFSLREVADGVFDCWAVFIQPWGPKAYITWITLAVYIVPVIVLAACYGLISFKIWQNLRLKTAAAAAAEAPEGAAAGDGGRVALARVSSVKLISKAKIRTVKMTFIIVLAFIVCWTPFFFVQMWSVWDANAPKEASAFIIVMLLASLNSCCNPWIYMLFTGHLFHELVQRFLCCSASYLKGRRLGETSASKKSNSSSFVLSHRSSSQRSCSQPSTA
MEKK2 mut-MEK5: signal of MEK5 binding to mutant human MEKK2 PB1 domain; bead flow cytometry, Alexa488-MEK5 binding to MEKK2 mutant; percent response, % at 10 µM; 290,000 compounds, 0.35% hits; AID 1530; in the data active = percent response above about 24%, passing the limit was not always enough; note: inactives centre near 1; some results filed as inactive read as strong as hits; reference of the scale not given here
GPR7 antag: human neuropeptides B/W receptor 1 antagonism | GPR7-expressing cells, fluorescence antagonist assay | inhibition, % at 4.4 µM | 290,000 compounds, 1.1% hits | AID 1861; in the data active = inhibition above about 16%, passing the limit was not always enough;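 note: cells stimulated with the agonist NPW; 0% = agonist with vehicle and 100% = vehicle without agonist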
Target sequence (P48145 whole entry, looked up): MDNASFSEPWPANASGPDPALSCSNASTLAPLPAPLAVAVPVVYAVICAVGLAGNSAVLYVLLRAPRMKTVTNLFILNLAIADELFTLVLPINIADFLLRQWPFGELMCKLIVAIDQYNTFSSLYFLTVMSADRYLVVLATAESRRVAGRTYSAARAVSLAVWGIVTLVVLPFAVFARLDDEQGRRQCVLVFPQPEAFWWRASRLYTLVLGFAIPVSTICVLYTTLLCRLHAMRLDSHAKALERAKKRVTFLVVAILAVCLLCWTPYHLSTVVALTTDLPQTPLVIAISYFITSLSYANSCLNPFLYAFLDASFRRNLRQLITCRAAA
FID counter: fluorescent intercalator displacement, NS3 helicase counter-screen. DNA fluorescent intercalator displacement, fluorescence. inhibition, % at 7.9 µM. 290,000 compounds, 0.17% hits. AID 1845; in the data active = inhibition above about 37%;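 note: 0% = vehicle and 100% = reference compound; higher means more ethidium bromide displaced from hairpin DNA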
PHOSPHO1 inh: blocks human PHOSPHO1 phosphatase activity; inhibition, % at 13.3 µM; Q8TCT1; recombinant PHOSPHO1, absorbance phosphatase assay; 290,000 compounds, 1.1% hits; AID 1565; in the data active = inhibition above about 60%
Target sequence (Q8TCT1 whole entry, looked up): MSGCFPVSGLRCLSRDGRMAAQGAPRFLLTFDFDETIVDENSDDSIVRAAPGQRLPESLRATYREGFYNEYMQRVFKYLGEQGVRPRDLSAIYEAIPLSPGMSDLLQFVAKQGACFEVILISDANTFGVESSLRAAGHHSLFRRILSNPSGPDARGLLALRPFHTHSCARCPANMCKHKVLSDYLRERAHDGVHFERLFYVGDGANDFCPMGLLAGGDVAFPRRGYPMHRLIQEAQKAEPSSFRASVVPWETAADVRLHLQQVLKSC
Active calls of the source: *. Rows were taken by chance; about 6.2% have a hit in one of these screens.

Results for C/C(=N\Nc1ccc([N+](=O)[O-])cc1)c1ccco1 ?
M18AAP inhibitor: 0; NALP1 yeast inh: 30; MEKK2 WT-MEK5: 102; MEKK3 PB1 HTS: 91; OXTR agonist: 0.2; MEKK2 mut-MEK5: 0; GPR7 antag: -6; FID counter: 9; PHOSPHO1 inh: -11

What do the screens show for `CCCOC(c1ccccc1)(c1ccc(C(F)(F)F)cc1)C(Oc1nc(C)cc(C)n1)C(=O)O` (stereo unspecified)?
M18AAP inhibitor: 0; NALP1 yeast inh: 1; MEKK2 WT-MEK5: 101; MEKK3 PB1 HTS: 102; OXTR agonist: -0.7; MEKK2 mut-MEK5: -1; GPR7 antag: 5; FID counter: -23; PHOSPHO1 inh: 14

How did CN(C(=O)COC(=O)c1ccc([N+](=O)[O-])cc1)c1ccccc1 do in these assays?
M18AAP inhibitor: -1; NALP1 yeast inh: 2; MEKK2 WT-MEK5: 100; MEKK3 PB1 HTS: 105; OXTR agonist: -0.7; MEKK2 mut-MEK5: -3; GPR7 antag: -19; FID counter: -13; PHOSPHO1 inh: 9

Results for Cc1cccc(OCC(O)CN2CCN(S(=O)(=O)c3ccc(C)cc3C)CC2)c1 (stereo unspecified) ?
M18AAP inhibitor: -12; NALP1 yeast inh: 17; MEKK2 WT-MEK5: 95; MEKK3 PB1 HTS: 97; OXTR agonist: 4.8; MEKK2 mut-MEK5: -9; GPR7 antag: -4; FID counter: -18; PHOSPHO1 inh: 42

Results for Cn1c(C(C(=O)NCC2CCCO2)N(C(=O)Cn2nnc3ccccc32)C2CCCCC2)nc2ccccc21 (stereo unspecified) ?
M18AAP inhibitor: 1; NALP1 yeast inh: 37; MEKK2 WT-MEK5: 96; MEKK3 PB1 HTS: 104; OXTR agonist: -2.1; MEKK2 mut-MEK5: -1; GPR7 antag: -7; FID counter: -29; PHOSPHO1 inh: 18

What do the screens show for `CC(C)c1ccc(OCC(O)CN2CCCC2)cc1` (stereo unspecified)?
M18AAP inhibitor: -10; NALP1 yeast inh: 2; MEKK2 WT-MEK5: 108; MEKK3 PB1 HTS: 106; MEKK2 mut-MEK5: 5; GPR7 antag: -12; FID counter: 2; PHOSPHO1 inh: 15

How did COc1ccc(CN2CCN(S(=O)(=O)c3ccc(NC(C)=O)cc3)CC2)cc1 do in these assays?
M18AAP inhibitor: 3; MEKK2 WT-MEK5: 85; MEKK3 PB1 HTS: 85; OXTR agonist: 3.9; MEKK2 mut-MEK5: -22; GPR7 antag: 2; FID counter: 4; PHOSPHO1 inh: 35

What do the screens show for `COC(=O)CCCC1=CC2=CC(=O)C(C)(OC(=O)c3cccs3)C(=O)C2=CN1c1cccc(C#N)c1` (stereo unspecified)?
NALP1 yeast inh: 4; MEKK2 WT-MEK5: 96; MEKK3 PB1 HTS: 97; OXTR agonist: -0.9; MEKK2 mut-MEK5: 1; PHOSPHO1 inh: 31

Results for O=C(NC1CCSC1=O)C1CC(=O)N(c2ccc(F)cc2)C1 (stereo unspecified) ?
M18AAP inhibitor: -3; NALP1 yeast inh: 5; MEKK2 WT-MEK5: 97; MEKK3 PB1 HTS: 100; OXTR agonist: -0.5; MEKK2 mut-MEK5: 2; GPR7 antag: -4; FID counter: -3; PHOSPHO1 inh: 35

Results for O=C(Nc1nccs1)c1ccc(S(=O)(=O)NCC2CCCCC2)cc1 ?
M18AAP inhibitor: -3; NALP1 yeast inh: 12; MEKK2 WT-MEK5: 100; MEKK3 PB1 HTS: 102; OXTR agonist: 8.9; MEKK2 mut-MEK5: 6; GPR7 antag: -8; FID counter: -9; PHOSPHO1 inh: 18

What do the screens show for `CC1CCCN(CCCNC(=O)c2cn(C)c3ccc(S(=O)(=O)N(C)C4CCCCC4)cc3c2=O)C1` (stereo unspecified)?
M18AAP inhibitor: -5; NALP1 yeast inh: 6; MEKK2 WT-MEK5: 103; MEKK3 PB1 HTS: 97; OXTR agonist: -1.0; MEKK2 mut-MEK5: 4; GPR7 antag: 1; FID counter: 28; PHOSPHO1 inh: 40

What do the screens show for `COc1ccccc1NC(=O)Cn1c(CCC(=O)O)ccc1-c1ccc(C)cc1`?
M18AAP inhibitor: 12; NALP1 yeast inh: 0; MEKK2 WT-MEK5: 93; MEKK3 PB1 HTS: 101; OXTR agonist: -0.7; MEKK2 mut-MEK5: -10; GPR7 antag: -6; FID counter: -21; PHOSPHO1 inh: -13

Next section; it opens with the 2 that closed the last part.
What do the screens show for `CC1CCCN(CCCNC(=O)c2cn(C)c3ccc(S(=O)(=O)N(C)C4CCCCC4)cc3c2=O)C1` (stereo unspecified)?
M18AAP inhibitor: -5; NALP1 yeast inh: 6; MEKK2 WT-MEK5: 103; MEKK3 PB1 HTS: 97; OXTR agonist: -1.0; MEKK2 mut-MEK5: 4; GPR7 antag: 1; FID counter: 28; PHOSPHO1 inh: 40

What do the screens show for `COc1ccccc1NC(=O)Cn1c(CCC(=O)O)ccc1-c1ccc(C)cc1`?
M18AAP inhibitor: 12; NALP1 yeast inh: 0; MEKK2 WT-MEK5: 93; MEKK3 PB1 HTS: 101; OXTR agonist: -0.7; MEKK2 mut-MEK5: -10; GPR7 antag: -6; FID counter: -21; PHOSPHO1 inh: -13

Results for CN(C)c1cccc(C(=O)N2CCC(n3nccc3NC(=O)C3CCOC3)CC2)c1 (stereo unspecified) ?
M18AAP inhibitor: 5; NALP1 yeast inh: -7; MEKK2 WT-MEK5: 94; MEKK3 PB1 HTS: 97; OXTR agonist: 3.1; MEKK2 mut-MEK5: 0; GPR7 antag: -20; FID counter: -17; PHOSPHO1 inh: 28

How did Cc1nn(C(C)C(=O)N2CCCC2)c(=O)c2nn(-c3ccccc3)c(C)c12 (stereo unspecified) do in these assays?
M18AAP inhibitor: -14; NALP1 yeast inh: 28; MEKK2 WT-MEK5: 102; MEKK3 PB1 HTS: 99; OXTR agonist: 0.1; MEKK2 mut-MEK5: -1; GPR7 antag: -1; FID counter: -26; PHOSPHO1 inh: 33

What do the screens show for `CCn1c(=NC(=O)c2ccc(S(=O)(=O)N3CCOCC3)cc2)sc2cccc(OC)c21`?
M18AAP inhibitor: -3; NALP1 yeast inh: 10; MEKK2 WT-MEK5: 103; MEKK3 PB1 HTS: 106; OXTR agonist: 0.4; MEKK2 mut-MEK5: 3; GPR7 antag: -7; FID counter: 3; PHOSPHO1 inh: 32

What do the screens show for `CCOc1ccc(C(=O)C(C)OC(=O)Cn2[nH]c(=O)c3ccccc3c2=O)cc1` (stereo unspecified)?
M18AAP inhibitor: -14; NALP1 yeast inh: 12; MEKK2 WT-MEK5: 101; MEKK3 PB1 HTS: 102; OXTR agonist: -1.5; MEKK2 mut-MEK5: 2; GPR7 antag: 11; FID counter: -28; PHOSPHO1 inh: 47

How did O=C(O)CC(c1cccc(C(F)(F)F)c1)N1CCS(=O)(=O)CC1 (stereo unspecified) do in these assays?
M18AAP inhibitor: 5; NALP1 yeast inh: -16; MEKK2 WT-MEK5: 101; MEKK3 PB1 HTS: 101; OXTR agonist: 0.4; MEKK2 mut-MEK5: -1; GPR7 antag: -18; FID counter: -2; PHOSPHO1 inh: 29

What do the screens show for `COc1ccc(-n2nc(C(=O)NCC(=O)NCc3ccco3)c3ccccc3c2=O)cc1Cl`?
M18AAP inhibitor: 3; NALP1 yeast inh: 15; MEKK2 WT-MEK5: 97; MEKK3 PB1 HTS: 103; OXTR agonist: -0.8; MEKK2 mut-MEK5: -2; GPR7 antag: -12; FID counter: -4; PHOSPHO1 inh: 21

How did O=C(Nc1nc2ccccc2s1)C1CCCO1 (stereo unspecified) do in these assays?
M18AAP inhibitor: 1; NALP1 yeast inh: 12; MEKK2 WT-MEK5: 104; MEKK3 PB1 HTS: 103; OXTR agonist: -1.8; MEKK2 mut-MEK5: 3; GPR7 antag: -1; FID counter: -2; PHOSPHO1 inh: -1

How did CC(=O)Nc1ccc(C2=NNC(=Nc3cccc(S(=O)(=O)N(C)C)c3)SC2)cc1 do in these assays?
M18AAP inhibitor: -24; NALP1 yeast inh: 2; MEKK2 WT-MEK5: 89; MEKK3 PB1 HTS: 94; OXTR agonist: -0.8; MEKK2 mut-MEK5: -2; GPR7 antag: 0; FID counter: -8; PHOSPHO1 inh: 39

How did O=C(NCc1cccnc1)C(=O)NCC(c1ccco1)N1CCN(c2ccccc2)CC1 (stereo unspecified) do in these assays?
M18AAP inhibitor: -1; NALP1 yeast inh: 12; MEKK2 WT-MEK5: 104; MEKK3 PB1 HTS: 108; OXTR agonist: 2.6; MEKK2 mut-MEK5: 0; GPR7 antag: 0; FID counter: -30; PHOSPHO1 inh: -47

How did Cc1ccc(C)c(OCC(=O)NC(Cc2c[nH]c3ccccc23)C(=O)O)c1 (stereo unspecified) do in these assays?
M18AAP inhibitor: -6; NALP1 yeast inh: 5; MEKK2 WT-MEK5: 92; MEKK3 PB1 HTS: 100; OXTR agonist: -0.6; MEKK2 mut-MEK5: -6; GPR7 antag: -7; FID counter: -25; PHOSPHO1 inh: 29

How did CCNCCOC(c1ccccc1)c1ccccc1 do in these assays?
M18AAP inhibitor: -16; NALP1 yeast inh: -4; MEKK2 WT-MEK5: 105; MEKK3 PB1 HTS: 81; OXTR agonist: 6.1; MEKK2 mut-MEK5: 4; GPR7 antag: -6; FID counter: 2; PHOSPHO1 inh: -35

How did COc1ccc(C(=O)N/N=C/c2ccc(OC)c(COc3ccccc3)c2)cc1 do in these assays?
M18AAP inhibitor: -5; NALP1 yeast inh: 5; MEKK2 WT-MEK5: 100; MEKK3 PB1 HTS: 102; OXTR agonist: 0.5; MEKK2 mut-MEK5: 6; GPR7 antag: -8; FID counter: -33; PHOSPHO1 inh: 10

What do the screens show for `CC(=O)NCCn1c(SCc2cccc([N+](=O)[O-])c2)nc2ccccc2c1=O`?
M18AAP inhibitor: -8; NALP1 yeast inh: 2; MEKK2 WT-MEK5: 102; MEKK3 PB1 HTS: 101; OXTR agonist: 0.7; MEKK2 mut-MEK5: 0; GPR7 antag: -12; FID counter: -2; PHOSPHO1 inh: 9

Results for CCCn1nnnc1SCC(=O)NNC(=O)c1ccco1 ?
M18AAP inhibitor: 4; NALP1 yeast inh: -4; MEKK2 WT-MEK5: 98; MEKK3 PB1 HTS: 91; OXTR agonist: 0.7; MEKK2 mut-MEK5: -2; GPR7 antag: -8; FID counter: -1; PHOSPHO1 inh: 10

Results for N#C/C(C(=O)N1CCCCC1)=C1\Nc2ccccc2S1 ?
M18AAP inhibitor: -10; NALP1 yeast inh: 12; MEKK2 WT-MEK5: 102; MEKK3 PB1 HTS: 99; OXTR agonist: 0.5; MEKK2 mut-MEK5: 4; GPR7 antag: 8; FID counter: -9; PHOSPHO1 inh: -14

What do the screens show for `Oc1ccc(Br)cc1C1Nc2ccccc2S1` (stereo unspecified)?
M18AAP inhibitor: -1; NALP1 yeast inh: 13; MEKK2 WT-MEK5: 106; MEKK3 PB1 HTS: 106; OXTR agonist: -0.8; MEKK2 mut-MEK5: 14; GPR7 antag: -9; FID counter: -1; PHOSPHO1 inh: 14

Results for COC(=O)Nc1ccc(OCC(=O)N2CCOCC2)cc1 ?
M18AAP inhibitor: -1; NALP1 yeast inh: 24; MEKK2 WT-MEK5: 96; MEKK3 PB1 HTS: 90; OXTR agonist: -0.2; MEKK2 mut-MEK5: -2; GPR7 antag: 0; FID counter: 0; PHOSPHO1 inh: 2

Results for CCN(CC)S(=O)(=O)c1ccc(NC2c3ccccc3C(=O)N2CCN2CCOCC2)cc1 (stereo unspecified) ?
M18AAP inhibitor: 3; NALP1 yeast inh: 29; MEKK2 WT-MEK5: 107; MEKK3 PB1 HTS: 106; OXTR agonist: -0.4; MEKK2 mut-MEK5: 15; GPR7 antag: -5; FID counter: -13; PHOSPHO1 inh: -18

How did O=C(CCC(=O)Nc1nnc(C2CCCCC2)s1)Nc1ccc(F)cc1 do in these assays?
M18AAP inhibitor: 29*; NALP1 yeast inh: -19; MEKK2 WT-MEK5: 99; MEKK3 PB1 HTS: 99; OXTR agonist: 1.1; MEKK2 mut-MEK5: 2; GPR7 antag: -8; FID counter: -20; PHOSPHO1 inh: 29
